# Menin MLL FP TR: qHTS Assay for Inhibitors Targeting the Menin-MLL Interaction in MLL Related Leukemias: Competition With Texas Red Labeled MLL-derived Mutant Peptide. Menin + Texas Red MLL mutant peptide, fluorescence polarization. Potency, µM (series often up to 61.6 µM), without a hit: at the highest dose FP activity change, negative = inhibition, hits mostly inhibitors. actives 0.23% (n = 270,000); active means well fitted inhibition curve with a large enough effect in the polarisation, with a control signal flat, not every such curve was filed as active; inconclusive means small, poorly fitted or top-dose-only effect, or effect the other way, or a change in a side signal; inactive means no such curve, though single readings can be large or run the other way; the % refers to the polarisation; further: potency means the concentration at half of the fitted maximal effect; % of control where 0% means no effect; many of its hits are not listed in these tables
# GALK inhibitor: qHTS Assay for Inhibitors of Human Galactokinase (GALK); P51570; Purified GALK, Kinase-Glo residual ATP luminescence; Potency, µM (series often up to 57.5 µM), without a hit: top-dose activity change, negative = inhibition, actives largely listed as inhibitors; actives 0.007% (n = 270,000); AID 1868, 2009; further: potency means the concentration at half of the fitted maximal effect; on the % scale 0 is the no-effect control and ±100 the full control effect
#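 The enzyme phosphorylates galactose (100 uM) using ATP (35 uM); inhibition is detected as higher residual ATP, quantified by bioluminescence after 1 h reaction at room temperature, pH 8.0.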
# MBNL1 CUG block: qHTS Assay for Inhibitors of MBNL1-poly(CUG) RNA binding; Muscleblind-like protein 1 (Homo sapiens), Q9NR56; TR-FRET MBNL1-His/biotin-(CUG)12 binding, 665/545 ratio; Potency, µM (titrated, usually from 57.5 µM), for inactives: at the top dose activity change, negative = inhibition, most hits filed as inhibitors; actives 0.036% (n = 280,000); active means well fitted inhibition curve with a large enough effect in the signal ratio, with a control signal flat, not every such curve was filed as active; inconclusive means small, poorly fitted or top-dose-only effect, or effect the other way, or a change in a side signal; inactive means no such curve, though single readings can be large or run the other way; the % refers to the signal ratio; further: potency means the concentration at half of the fitted maximal effect; on the % scale 0 is the no-effect control and ±100 the full control effect
# Target sequence (Q9NR56 whole entry, looked up): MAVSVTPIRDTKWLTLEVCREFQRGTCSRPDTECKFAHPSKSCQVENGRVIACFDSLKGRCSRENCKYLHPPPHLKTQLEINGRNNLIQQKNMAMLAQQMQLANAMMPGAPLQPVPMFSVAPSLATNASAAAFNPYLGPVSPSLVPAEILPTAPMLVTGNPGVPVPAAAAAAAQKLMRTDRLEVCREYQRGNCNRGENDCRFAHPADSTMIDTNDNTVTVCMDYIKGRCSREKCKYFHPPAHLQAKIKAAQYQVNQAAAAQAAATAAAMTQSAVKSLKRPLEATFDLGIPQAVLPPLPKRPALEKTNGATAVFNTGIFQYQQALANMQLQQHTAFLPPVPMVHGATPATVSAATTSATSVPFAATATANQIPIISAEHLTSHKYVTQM
#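 Compounds (final 92 nM to 58 uM) are added to His-tagged MBNL1 and biotin-(CUG)12, then terbium anti-His antibody and streptavidin-XL665 (5 nM final). After 60 min at room temperature, the 665/545 nm ratio is read.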
# S-ASM inh: Inhibitors of Secretory Acid Sphingomyelinase (S-ASM): qHTS; placental ASM, HMU-PC fluorogenic substrate, 60 min; Potency, µM (doses to about 57.5 µM), inactives show at the top dose activity change, negative = inhibition, actives largely listed as inhibitors; AID 504937, 2011; actives 0.006% (n = 340,000); Sphingomyelin phosphodiesterase (Homo sapiens), P17405; further: potency means the concentration at half of the fitted maximal effect
# Target sequence (P17405 47-631 limits assumed): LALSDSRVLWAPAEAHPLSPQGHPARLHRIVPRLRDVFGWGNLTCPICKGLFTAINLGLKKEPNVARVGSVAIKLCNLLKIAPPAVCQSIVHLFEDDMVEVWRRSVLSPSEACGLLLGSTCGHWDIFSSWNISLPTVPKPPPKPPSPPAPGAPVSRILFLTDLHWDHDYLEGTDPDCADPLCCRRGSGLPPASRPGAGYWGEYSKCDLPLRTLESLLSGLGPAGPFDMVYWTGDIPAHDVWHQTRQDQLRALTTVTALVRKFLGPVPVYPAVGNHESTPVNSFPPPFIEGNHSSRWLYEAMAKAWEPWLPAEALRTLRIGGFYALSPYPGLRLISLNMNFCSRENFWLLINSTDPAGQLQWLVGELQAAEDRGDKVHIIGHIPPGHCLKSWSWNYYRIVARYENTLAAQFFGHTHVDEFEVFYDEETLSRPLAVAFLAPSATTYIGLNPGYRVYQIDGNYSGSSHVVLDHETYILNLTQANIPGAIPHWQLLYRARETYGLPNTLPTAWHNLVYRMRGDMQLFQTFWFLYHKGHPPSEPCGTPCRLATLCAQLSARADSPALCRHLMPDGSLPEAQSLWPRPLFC
#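 Fluorescence read-out (Ex 386 nm, Em 447 nm) after stopping the reaction at pH 10. Enzyme: ASM from human placenta; substrate HMU-PC0, 9 uM final; 60 min, 37 °C. Compound preincubation 10 min, ambient temperature.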
# Eya2 phos inh: qHTS Assay for Inhibitors of the Phosphatase Activity of Eya2. Protein phosphatase EYA2 (Homo sapiens), O00167. recombinant Eya2, OMFP fluorescence dephosphorylation (OMFP is methylfluorescein phosphate). Potency, µM (series often up to 76.9 µM), without a hit: at the top dose activity, negative = inhibition, hits mostly inhibitors. actives 0.006% (n = 330,000). AID 488837, 2010; further: potency means the concentration at half of the fitted maximal effect; on the % scale 0 is the no-effect control and ±100 the full control effect
#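 Eya2 (0.2 uM) preincubated 10 min at ambient with compound, then OMFP substrate added at 50 uM; 10 min reaction in 50 mM HEPES pH 7.5, 50 mM NaCl, 5 uM MgCl2, 0.05% BSA, 1 mM DTT. Fluorescence read at Ex 485/Em 525 nm.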
# TSHR antagonist: Antagonists of the Thyroid Stimulating Hormone Receptor: HTS campaign; activity change, negative = inhibition, % at 11.5 µM; actives 0.2% (n = 330,000); TSHR-expressing cells, TSH-stimulated cAMP HTRF, 2 h; stronger effect = lower value; AID 504810, 2011;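 active means activity change below a set negative limit, meaning inhibition stronger than a set level, cut at about -70% in these data; inconclusive means activity change between two set negative limits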; further: on the % scale 0 is the no-effect control and ±100 the full control effect
#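 Competitive HTRF cAMP read-out (cryptate anti-cAMP antibody, cAMP-d2; 30 min, room temperature) in freshly harvested TSHR cells. Compounds added before TSH at EC80 (4nM final), followed by 2 hours' incubation at 37 deg C.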
# Mito fusion yeast: qHTS Assay for Small Molecule Inhibitors of Mitochondrial Division or Activators of Mitochondrial Fusion; S. cerevisiae fusion-defective mutant growth rescue, CellTiterGlo 48 h; Potency, µM (series often up to 46.1 µM), inactives show top-dose growth rescue (activation), most hits filed as activators; actives 0.23% (n = 320,000);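 further: potency means the concentration at half of the fitted maximal effect; % of control where 0% means no effect; nearly all actives have a fitted effect of over 45% in size; temperature-sensitive fusion mutants such as fzo1-1 at 37 °C on non-fermentable ethanol glycerol medium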
#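 Read-out: ATP-based luminescence (CellTiterGlo, 10 min ambient) reporting growth of fusion-defective ts yeast after 48 hours at 37C on glycerol/ethanol YPEG medium in the presence of compound.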
# hERG WT inh: qHTS for Inhibitors of KCHN2 3.1: Wildtype qHTS | activity change, % at 1.84 µM | U2OS, BacMam KCNH2, thallium flux FluxOr; stronger effect = lower value | Voltage-gated inwardly rectifying potassium channel KCNH2 (Homo sapiens), Q12809 | actives 0.37% (n = 340,000) | AID 720551, 2013;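 active means maximum activity change below -70%; inconclusive means maximum activity change between -70% and -50%; inactive means maximum activity change above -50%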; further: on the % scale 0 is the no-effect control and ±100 the full control effect
#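 U2OS cells were transduced with wild-type KCNH2 virus (2.03 x 10^8 / mL) for 4 h at room temperature, then cultured overnight at 37 C. Thallium flux was read with FluxOr dye. Rate constants were normalized to DMSO controls.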
# BCR signal inh: qHTS Assay to Find Inhibitors of Chronic Active B-Cell Receptor Signaling; Potency, µM (highest dose often 46.1 µM), without a hit: at the highest dose ratio change, negative = lower green/red ratio, most hits filed as inhibitors; AID 493014, 2011; ABC-DLBCL IkBa-CBG/CBR reporter, luminescence ratio, 4 h; actives 0.05% (n = 340,000); active means well fitted inhibition curve with a large enough effect in the signal ratio, with a control signal flat, not every such curve was filed as active; inconclusive means small, poorly fitted or top-dose-only effect, or effect the other way, or a change in a side signal; the % refers to the signal ratio;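 further: potency means the concentration at half of the fitted maximal effect; plate controls were basal doxycycline-induced cells for no effect and cells given 10 µM MG132 for full effect; MG132 reads +100%, hits lower the ratio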
#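 Doxycycline induced both beetle luciferases in TMD8 lymphoma cells; IKK-driven degradation limits the IkappaBalpha-fused green signal, while red luminescence normalises for cell number and nonspecific effects. Compounds tested up to 46 uM, 4 hrs.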
# USP2a inh: qHTS Assay for Inhibitors of Ubiquitin-specific Protease USP2a Using CHOP2 as the Reporter; Ubiquitin carboxyl-terminal hydrolase 2 (Homo sapiens), O75604; USP2 core, Ub-CHOP2 coupled fluorogenic reporter, 485/531; actives 0.01% (n = 330,000); AID 463254, 2010; Potency, µM (top dose mostly 38.3 µM), inactives show top-dose activity change, negative = inhibition, usual class: inhibitors;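 further: potency means the concentration at half of the fitted maximal effect; plate controls were DMSO wells for no effect and full inhibition by NEM control for full effect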
#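 Deubiquitinase activity read as fluorescence (485/531 nm) after Ub-CHOP2 cleavage activates the enterokinase reporter on its substrate; USP2 core 10nM, Ub-CHOP2 and substrate 25nM each, 30min compound preincubation then 60min RT; data normalized to NEM, curves fitted.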
# PKM2 act: qHTS Assay for Activators of Human Muscle isoform 2 Pyruvate Kinase; Potency, µM (highest dose often 57.5 µM), for the others: at the highest dose activation, usual class: activators; actives 0.34% (n = 260,000); Pyruvate kinase PKM (Homo sapiens), P14618; purified PKM2, Kinase-Glo ATP luminescence, activation; response scale: 0% is enzyme alone, no compound; further: potency means the concentration at half of the fitted maximal effect; on the % scale 0 is the no-effect control and ±100 the full control effect; nearly all actives have a fitted effect of over 55% in size
#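 ATP formation by purified human PK-M2, quantified via coupled luciferase luminescence after 1 h at room temperature with 0.1 mM ADP and 0.5 mM PEP final.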
# * marks the source's active call; other numbers are inactive results; ? = inconclusive; / = no result given; & = joins results of further samples; [ ] = remark or other dose. Unless noted, the call rests on the fitted dose curve; in most records, active means well fitted curve in the direction sought with a large enough effect; inconclusive means small, poorly fitted or top-dose-only effect, or another doubt; inactive means no such curve, though single readings can be large; an effect the other way counts as inactive or inconclusive. Only part of the results is shown; rates above refer to the full screens.
no.	smiles	Menin MLL FP TR	GALK inhibitor	MBNL1 CUG block	S-ASM inh	Eya2 phos inh	TSHR antagonist
1	CCOC(=O)c1ccc(NC(=O)CCc2nc(-c3cccc(C)c3)no2)cc1	24%	-2%	-1%	-16%	-37%	-16
2	COCC(C)n1c(COc2ccccc2F)nnc1SCC(=O)c1c(N)n(C)c(=O)n(C)c1=O (stereo not drawn)	-8%	13%	-6%	3%	3%	1
3	CCN(CC)C(=O)C(=O)c1cccn1-c1ccccc1C#N	-8%	-8%	-2%	0%	23%	5
4	COc1ccc(C(=O)NCc2ccc(F)cc2)cc1S(=O)(=O)N1CCCC1	/	/	/	6%	22%	4
5	CC(C(=O)NCC(=O)Nc1ccc(F)c(F)c1F)N1CCN(Cc2ccc(C#N)cc2)CC1 (stereo not drawn)	/	/	/	-3%	-16%	-4
6	COc1ccc(C(C)NC(=O)c2ccc(Cl)cc2)cc1OC (stereo not drawn)	1%	-2%	-9%	9%	-4%	-2
7	CC(=O)Nc1ccc(C(=O)OCc2ccccc2Cl)cc1	1%	1%	?	-5%	-10%	-2
8	COc1ccc(-c2cn3c(C)c(C(=O)Nc4cccc(NC(C)=O)c4)sc3n2)cc1	/	-2%	10%	3%	?	-7
9	c1ccc2c(NCCc3c[nH]c4ccccc34)c3ccccc3nc2c1	-29%	-2%	?	67%[activator]	4%	1
10	CN(C)C(=O)[C@H]1C[C@H]1[C@@H](O)[C@H](CO)NC(=O)[C@H](COCc1ccccc1)NC(=O)OC(C)(C)C	-23%	/	-12%	9%	-7%	-43
11	CCc1noc(C)c1C(=O)N1CCN(S(=O)(=O)c2c(C)cc(C)cc2C)CC1	/	/	/	0%	-14%	9
12	CCN(CC)S(=O)(=O)c1ccc(OC)c(NC(=O)c2cc([N+](=O)[O-])ccc2Cl)c1	-8%	-4%	3%	-2%	?	20
13	COc1ccc(NC(=O)CN(C)S(=O)(=O)c2cnc[nH]2)cc1Cl	/	5%	-1%	2%	-11%	5
14	COc1ccc2oc(C(=O)NCc3ccco3)c(C)c2c1	/	-8%	5%	-3%	-2%	5
15	O=C(CN1CCN(c2ccccc2F)CC1)Nc1nnc(C(F)(F)F)s1	-15%	13%	-2%	4%	3%	1

no.	Mito fusion yeast	hERG WT inh	BCR signal inh	USP2a inh	PKM2 act
1	13%	1	4%	2%	5%
2	2%	-3	2%	-3%	1%
3	-3%	17	10%	-1%	-1%
4	1%	1	1%	2%	/
5	5%	6	-1%	3%	/
6	-7%	2	-3%	0%	2%
7	16%	4	?	-1%	-1%
8	4%	7	19%	8%	5%
9	7%	55	0%	-1%	/
10	-2%	-1	10%	-1%	11%
11	-5%	2	-2%	0%	/
12	0%	12	1%	2%	0%
13	-1%	-3	-19%	1%	/
14	-1%	27	-9%	-1%	-1%
15	1%	10	4%	1%	1%

# (list continues)
no.	smiles	Menin MLL FP TR	GALK inhibitor	MBNL1 CUG block	S-ASM inh	Eya2 phos inh	TSHR antagonist
16	COc1ccc(NC(=O)CSc2nncc(=O)n2N)cc1OC	-8%	3%	-4%	-1%	-4%	10
17	Cc1ccc(NC(=S)/N=C(\N)Nc2nc(C)c3ccccc3n2)cc1C	?	0%	16%	-8%	-6%	19
18	Cc1cccc(NS(=O)(=O)c2ccc([N+](=O)[O-])cc2)n1	14%	2%	?	3%	-15%	16
19	CCOc1ccc(CC(C(N)=O)C(N)=O)cc1CN(C)C	4%	/	5%	2%	-7%	9
20	CC1CCCCC12NC(=S)N(c1ccccc1)N2 (stereo not drawn)	/	1%	/	5%	-14%	9
21	CN1CCN(c2ccccc2NC(=O)c2ccc(OCc3ccccc3)cc2)CC1	?	2%	-2%	-8%	7%	-9
22	COc1ccc(N2CCN(C(=O)CCC(=O)N3Cc4ccccc4Oc4ncccc43)CC2)cc1	-8%	2%	-9%	-10%	-1%	4
23	COc1ccc(C2NC(=O)NC(C)=C2C(=O)OC2CCC(C)CC2)cc1 (stereo not drawn)	?	0%	-10%	-3%	-2%	-4
24	COc1ccc(C)cc1NC(=O)C(OC(=O)c1cnccn1)c1ccccc1 (stereo not drawn)	/	/	/	-1%	-12%	-1
25	COC(=O)C1=C(C)N(Cc2ccccc2)C(=NCc2ccccc2)N[C@H]1c1ccccc1	-26%	/	-8%	-5%	-3%&-9%	13&14
26	CCOc1ccc(S(=O)(=O)N2CCC(C(=O)NC3CC3)CC2)cc1C	5%	-1%	-1%	-3%	0%	-10
27	O=C(c1cccnc1NCc1ccc(F)cc1)N1CCOCC1	-13%	0%	-4%	3%	-3%	-5
28	CCC(=O)N/N=C/c1ccc(-c2ccc([N+](=O)[O-])cc2)o1	?	6%	?	5%	5%	-5
29	CCOc1ccccc1-c1cc(C(=O)N/N=C/c2ccc(O)c(OC)c2)c2ccccc2n1	?	1%	-11%	-10%	2%	16
30	C=CCN1C(=O)N(c2ccc(Cl)cc2)C(=O)C1CC(=O)Nc1ccc(F)cc1 (stereo not drawn)	?	5%	-3%	-3%	-1%	7
31	COc1ccc(CCNC(=O)C(=O)NCC2CCCN2S(=O)(=O)c2ccccc2)cc1OC (stereo not drawn)	/	/	/	5%	-13%	-3
32	CC(=O)c1ccc(-n2nnnc2SCC(=O)N2CCc3ccccc3C2)cc1	-16%	-4%	-28%	-2%	-2%	0

no.	Mito fusion yeast	hERG WT inh	BCR signal inh	USP2a inh	PKM2 act
16	11%	1	0%	2%	5%
17	26%	-6	?	-1%	-3%
18	-2%	20	0%	0%	-4%
19	1%	-5	-1%	1%	-2%
20	2%	-1	?	2%	-16%
21	-3%	-1	?	2%	0%
22	1%	6	1%	2%	/
23	?	1	3%	2%	0%
24	13%	14	3%	0%	/
25	-11%	1	?	2%&1%	1%
26	1%	3	7%	0%	-7%
27	-2%	7	?	0%	-2%
28	5%	1	-15%	1%	0%
29	-12%	3	?	0%	4%
30	1%	-9	?	1%	3%
31	2%	-5	1%	0%	/
32	2%	24	-16%	-1%	6%

# Profiles from above. Order of values: Menin MLL FP TR	GALK inhibitor	MBNL1 CUG block	S-ASM inh	Eya2 phos inh	TSHR antagonist	Mito fusion yeast	hERG WT inh	BCR signal inh	USP2a inh	PKM2 act
# CCOc1ccccc1-c1cc(C(=O)N/N=C/c2ccc(O)c(OC)c2)c2ccccc2n1 across the screens: ?	1%	-11%	-10%	2%	16	-12%	3	?	0%	4%
# C=CCN1C(=O)N(c2ccc(Cl)cc2)C(=O)C1CC(=O)Nc1ccc(F)cc1 (stereo not drawn) across the screens: ?	5%	-3%	-3%	-1%	7	1%	-9	?	1%	3%
# CCC(=O)N/N=C/c1ccc(-c2ccc([N+](=O)[O-])cc2)o1 across the screens: ?	6%	?	5%	5%	-5	5%	1	-15%	1%	0%
